# EPAC1 ag = qHTS for Agonist of cAMP-regulated guanine nucleotide exchange factor 3 (EPAC1): primary screen. 360,000 compounds, 0.073% hits. EPAC1 agonist qHTS, biochemical assay; response scale: 100% = response to 6.5 mM cAMP. Rap guanine nucleotide exchange factor 3 (Homo sapiens), O95398. AID 720707, 2013. Potency, µM (doses to about 154 µM), for the others: at the top dose activation, usual class: activators; further: potency means the concentration at half of the fitted maximal effect; nearly all actives have a fitted effect of over 60% in size
# Target sequence (O95398 whole entry, looked up): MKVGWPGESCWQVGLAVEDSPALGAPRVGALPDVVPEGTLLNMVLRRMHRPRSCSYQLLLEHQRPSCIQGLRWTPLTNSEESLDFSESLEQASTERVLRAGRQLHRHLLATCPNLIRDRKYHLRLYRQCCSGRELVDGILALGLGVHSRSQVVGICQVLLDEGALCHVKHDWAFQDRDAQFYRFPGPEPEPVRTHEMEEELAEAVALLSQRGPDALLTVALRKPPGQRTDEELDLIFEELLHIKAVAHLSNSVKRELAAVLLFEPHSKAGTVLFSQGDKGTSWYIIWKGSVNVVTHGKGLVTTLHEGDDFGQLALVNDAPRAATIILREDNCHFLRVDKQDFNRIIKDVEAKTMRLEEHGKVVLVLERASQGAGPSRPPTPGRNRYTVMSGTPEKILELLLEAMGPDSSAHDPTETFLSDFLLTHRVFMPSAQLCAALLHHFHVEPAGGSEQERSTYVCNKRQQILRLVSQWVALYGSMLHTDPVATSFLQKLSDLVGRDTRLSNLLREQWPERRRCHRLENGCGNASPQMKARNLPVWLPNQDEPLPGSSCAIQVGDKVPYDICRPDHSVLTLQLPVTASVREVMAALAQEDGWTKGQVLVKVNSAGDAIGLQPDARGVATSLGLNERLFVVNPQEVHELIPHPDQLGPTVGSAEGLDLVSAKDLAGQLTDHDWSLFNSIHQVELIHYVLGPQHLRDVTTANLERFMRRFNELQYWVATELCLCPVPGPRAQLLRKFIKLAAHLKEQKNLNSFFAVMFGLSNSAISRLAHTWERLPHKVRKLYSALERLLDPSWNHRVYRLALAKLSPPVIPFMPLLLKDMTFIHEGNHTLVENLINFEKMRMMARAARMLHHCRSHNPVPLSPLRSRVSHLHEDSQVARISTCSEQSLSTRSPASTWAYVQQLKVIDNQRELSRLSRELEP
#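 Nucleotide exchange by EPAC1 (100 nM) on Rap1B–BODIPY-GDP (250 nM) in the presence of 50 uM GDP is tracked fluorescently at 480/540 nm over 30 min. Signals are normalized to a 6.5 mM cAMP control.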
# FUS suppressor = qHTS for Suppressors of FUS Proteinopathy: Primary screen using FUS-linked yeast assay. Potency, µM (titrated, usually from 76.6 µM), for inactives: top-dose growth rescue (activation), most hits filed as activators. S. cerevisiae FUS-expressing, growth rescue, OD600, 24 h. 390,000 compounds, 0.24% hits. AID 1347120, 2019;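 further: potency means the concentration at half of the fitted maximal effect; plate controls were DMSO vehicle for no effect and reference control for full effect; nearly all actives have a fitted effect of over 55% in size; some results filed as inactive show a strong effect at the top dose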
#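 S. cerevisiae expressing FUS from galactose induction served as the toxicity model. Growth after 24hr at 30C, read as absorbance at 600 nm, indicates suppression of toxicity; compounds dosed at several concentrations.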
# IL2 activator = qHTS of IL-2 Activators; IL-2 activation reporter assay, cell-based qHTS; stimulated with anti-CD3/CD4/CD28 beads; in transgenic mouse T cells; 360,000 compounds, 0.065% hits; activation, % (series mostly up to about 46 µM); in the data active means activation above about 50%; inconclusive means mostly about 30% to 49%; further: 0% is about no effect
#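 Readout is EGFP and DsRed signal by fluorescent plate cytometry after 18 h at 37 degrees C. Transgenic mouse T cells (750/well) received compound for 60 min before bead stimulation (anti-CD3, anti-CD4, anti-CD28); memory T cells served as non-tolerant control.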
# PI5P4K alpha inh = qHTS for Inhibitors of phosphatidylinositol 5-phosphate 4-kinase (PI5P4K); Phosphatidylinositol 5-phosphate 4-kinase type-2 alpha (Homo sapiens), P48426; PI5P4Kalpha enzyme, ADP-Glo luminescence, 60 min; hits give low values; max response, %; 330,000 compounds, 1.2% hits; AID 652105, 2013; active means max response of -50% or lower; inconclusive means between -30% and -50%; inactive means -30% or higher; further: value at the top dose of about 77 µM; on the % scale 0 is the no-effect control and ±100 the full control effect
#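 Luminescence from ADP-Glo served as readout of PI5P4Kalpha activity in a qHTS format. Reaction: enzyme, substrate, compound, ATP at 5 microM final, 60 min at RT.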
# PLK1 PBD inh = qHTS for Inhibitors of PLK1-PDB (polo-like kinase 1 - polo-box domain): Primary Screen. Plk1 PBD binding of FITC phosphopeptide, fluorescence polarization. AID 720504, 2013. 360,000 compounds, 2.8% hits. Potency, µM, inactives show max response, negative = inhibition, usual class: inhibitors. Serine/threonine-protein kinase PLK1 (Homo sapiens), P53350; further: potency means the concentration at half of the fitted maximal effect; series mostly up to about 57 µM; on the % scale 0 is the no-effect control and ±100 the full control effect; nearly all actives have a fitted effect of over 65% in size
# Abeta yeast res = qHTS for compounds that reverse cellular toxicity of Amyloid beta (A-beta) peptide in yeast: Primary Screen | yeast expressing A-beta42, growth rescue, OD600, 48 h; response scale: 0% DMSO, 100% iron-clioquinol control | Potency, µM (highest dose often 46.1 µM), without a hit: at the top dose growth rescue, most hits filed as activators | 410,000 compounds, 0.063% hits | AID 1347071, 2019; further: potency means the concentration at half of the fitted maximal effect; nearly all actives have a fitted effect of over 55% in size
#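 Growth rescue measured by 600 nm absorbance after 48 h yeast culture at 30 C with compound. Values normalized between DMSO and an equimolar ferric chloride plus clioquinol control.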
# WRN helicase inh = qHTS for Inhibitors of WRN Helicase; 360,000 compounds, 0.46% hits; WRN helicase unwinding, fluorescent forked duplex, kinetic; Bifunctional 3'-5' exonuclease/ATP-dependent helicase WRN (Homo sapiens), Q14191; Potency, µM (doses to about 114 µM), for the others: at the highest dose activity change, negative = inhibition, hits mostly inhibitors; further: potency means the concentration at half of the fitted maximal effect; on the % scale 0 is the no-effect control and ±100 the full control effect; nearly all actives have a fitted effect of over 55% in size
#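 Enzyme (20 nM final) and test compound sit together 15 min at room temperature before substrate addition. Substrate is a single-forked duplex oligonucleotide (100 nM) labelled with fluorophore and quencher, with 2 mM ATP; helicase unwinding raises red fluorescence, read kinetically.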
# EPAC1 antag = qHTS for Antagonist of cAMP-regulated guanine nucleotide exchange factor 3 (EPAC1): primary screen; Potency, µM (top dose mostly 115 µM), for inactives: at the top dose activity change, negative = inhibition, usual class: inhibitors; Rap guanine nucleotide exchange factor 3 (Homo sapiens), O95398; 360,000 compounds, 0.14% hits; EPAC1 GEF assay, Rap1b-BODIPY-GDP exchange fluorescence;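 further: potency means the concentration at half of the fitted maximal effect; plate controls were vehicle for no effect and positive control for full effect; nearly all actives have a fitted effect of over 50% in size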
# * hit, by the source's call; ? = inconclusive; · = no result given; & = joins results of further samples. Unless noted, the call rests on the fitted dose curve; in most records, active means well fitted curve in the direction sought with a large enough effect; inconclusive means small, poorly fitted or top-dose-only effect, or another doubt; inactive means no such curve, though single readings can be large; an effect the other way counts as inactive or inconclusive. Compounds as they come. Share with any hit: about 4.1%.
No.	SMILES	EPAC1 ag	FUS suppressor	IL2 activator	PI5P4K alpha inh	PLK1 PBD inh	Abeta yeast res	WRN helicase inh	EPAC1 antag
1	C#Cc1cccc(C(=O)N2CCCC(C(=O)c3ccc(OC)cc3C)C2)c1 (centres undefined)	-4.9%	11.5%	0.1	-4.3	1.1%	-7.7%	-6.7%	-2.3%
2	Cc1cccc(OCC(=O)N2CCc3ccccc3C2)c1C	-7.6%	-16.0%	-2.8	2.9	-1.2%	4.4%	3.9%	4.9%
3	COc1ccc(-c2cc(C)no2)cc1S(=O)(=O)Nc1ccccc1	11.3%	1.6%	0.0	3.0	-11.9%	-13.9%	-0.5%	?
4	Cn1c(=O)c2c(nc(Cl)n2CC(=O)N2CCCCC2)n(C)c1=O	-4.1%	-7.1%	4.0	3.2	1.0%	-5.3%	-8.4%	7.7%
5	O=C(CSc1nnnn1C1CCCCC1)Nc1nc2c(s1)CCCC2	3.3%	31.4%	-1.7	-2.3	-7.9%	20.8%	-3.2%	-2.4%
6	CC(=O)NCc1ccc(-c2csc(N)n2)s1	0.0%	23.6%	3.5	0.5	-12.6%	2.9%	2.1%	0.0%
7	CCC(=O)Nc1cc2nn(-c3ccc(C)cc3)nc2cc1C	-1.4%	1.2%&-20.0%	0.1	4.7	0.7%	-9.3%&6.2%	1.9%	5.9%
8	C=C(C)CNC(=O)c1ccc2nc(Cc3ccc(OC)cc3)oc2c1	-1.8%	21.6%	-0.4	1.6	0.2%	12.0%	-0.6%	6.0%
9	CC1(C(=O)NCc2ccc(F)c(F)c2)Cc2c(-c3ccc4c(c3)OCO4)ccnc2O1 (centres undefined)	3.0%	46.8%	0.8	1.0	5.1%	-0.9%	-5.1%	-4.9%
10	O=C(CSc1nc2ccccc2c(=O)n1-c1ccc(OC(F)F)cc1)NCc1cccs1	-1.0%	-10.2%	-1.0	3.1	-4.1%	2.6%	8.0%	-1.2%
11	CCC1C(=O)NCCN1C(=O)c1ccccc1OC1CCN(S(C)(=O)=O)CC1 (centres undefined)	2.8%	-29.6%	0.9	1.8	-0.7%	7.6%	0.8%	1.1%
12	COc1cc(/C=N/NC(=O)c2cnccn2)cc(OC)c1OC	-4.9%	0.3%	-3.8	-5.6	-2.6%	-7.7%	-0.7%	-3.8%
13	Cc1nn(C)cc1/C=C1\CCC/C(=C\c2cn(C)nc2C)C1=O	-4.3%	19.7%	-3.9	-2.2	2.1%	3.7%	-0.5%	6.5%
14	O=C(COC(=O)c1cc[n+]([O-])cc1)NCc1ccccc1Cl	6.7%	17.4%	2.6	-10.3	-10.6%	-16.0%	8.1%	-4.7%
15	O=C(NCc1csc(-c2ccccc2)n1)c1ccco1	9.0%	-2.1%	0.1	0.2	-4.7%	9.1%	0.3%	12.4%
16	O=C(CCSc1nnc(-c2ccncc2)o1)Nc1cccc2ccccc12	-1.4%	2.9%	-0.1	1.1	-10.2%	0.4%	6.1%	2.0%
17	CC(=O)c1ccc(N2CCN(C(=O)Cc3n[nH]c(=O)c4ccccc34)CC2)cc1	-2.4%	14.9%	3.1	1.0	5.7%	10.5%	-7.2%	-7.4%
18	Cn1c(SCC(=O)Nc2ccc3nc(SCC(=O)NC4CC4)sc3c2)nnc1-c1ccccc1	-3.1%	-16.2%	-1.2	-16.0	1.5%	9.3%	-3.5%	5.5%
19	COc1ccc(C(=O)N2CCN(CCc3ccccn3)CC2)cc1	2.9%	18.8%&6.4%	1.0	-0.8	-3.5%	2.3%&-7.6%	-3.1%	-18.0%
20	CS(=O)(=O)N(CC(=O)N1CCN(c2ccccc2)CC1)c1ccccc1Cl	1.2%	4.0%	2.7	·	4.1%	17.8%	-0.5%	6.6%
21	CCOC(=O)c1noc(C)c1C(=O)Nc1nc(C)cc(C)n1	-4.6%	-19.0%	-2.1	0.3	3.0%	-9.0%	8.7%	4.5%
22	CC(=O)C1=C(C)N(CC2CC2)C(=O)N[C@H]1c1cccs1	12.3%	-16.3%	1.1	1.2	-10.6%	0.3%	3.2%	-13.9%
23	COc1ccc(NC(=O)CSc2nccn2Cc2ccccc2)cc1	1.0%	·	1.1	4.3	-4.3%	0.0%	-35.4%	4.1%
24	COc1ccc(C2C(C(C)=O)=C(C)Nc3ncnn32)cc1[N+](=O)[O-] (centres undefined)	8.5%	3.3%	1.7	1.8	-13.0%	-9.1%	13.4%	3.8%
25	COCCNC(=O)C(c1ccc(OC)cc1)N(Cc1ccco1)C(=O)CCC(=O)Nc1ccccn1 (centres undefined)	-4.4%	7.2%	2.4	1.7	-7.5%	13.1%	5.5%	-29.1%
26	Cc1scc(C(=O)NNC(=S)NC(C)c2ccccc2)c1C (centres undefined)	-0.2%	·	-4.0	-1.7	-1.1%	3.9%	11.2%	9.2%
27	O=S(=O)(NCC1COc2ccccc2O1)c1ccc2ccccc2c1 (centres undefined)	5.9%	·	2.3	1.8	?	?	-26.6%	?

# A draw from above in order of molecular weight, lowest first:
No.	SMILES	EPAC1 ag	FUS suppressor	IL2 activator	PI5P4K alpha inh	PLK1 PBD inh	Abeta yeast res	WRN helicase inh	EPAC1 antag
14	O=C(COC(=O)c1cc[n+]([O-])cc1)NCc1ccccc1Cl	6.7%	17.4%	2.6	-10.3	-10.6%	-16.0%	8.1%	-4.7%
11	CCC1C(=O)NCCN1C(=O)c1ccccc1OC1CCN(S(C)(=O)=O)CC1 (centres undefined)	2.8%	-29.6%	0.9	1.8	-0.7%	7.6%	0.8%	1.1%
10	O=C(CSc1nc2ccccc2c(=O)n1-c1ccc(OC(F)F)cc1)NCc1cccs1	-1.0%	-10.2%	-1.0	3.1	-4.1%	2.6%	8.0%	-1.2%

# Limited to EPAC1 antag, for 2 of the compounds above:
cpd	smiles	EPAC1 antag
22	CC(=O)C1=C(C)N(CC2CC2)C(=O)N[C@H]1c1cccs1	-13.9%
18	Cn1c(SCC(=O)Nc2ccc3nc(SCC(=O)NC4CC4)sc3c2)nnc1-c1ccccc1	5.5%

# Five entries from above, reformatted.
11	CCC1C(=O)NCCN1C(=O)c1ccccc1OC1CCN(S(C)(=O)=O)CC1 (centres undefined)
12	COc1cc(/C=N/NC(=O)c2cnccn2)cc(OC)c1OC
13	Cc1nn(C)cc1/C=C1\CCC/C(=C\c2cn(C)nc2C)C1=O
14	O=C(COC(=O)c1cc[n+]([O-])cc1)NCc1ccccc1Cl
15	O=C(NCc1csc(-c2ccccc2)n1)c1ccco1
compound no.	11	12	13	14	15
EPAC1 ag	2.8%	-4.9%	-4.3%	6.7%	9.0%
FUS suppressor	-29.6%	0.3%	19.7%	17.4%	-2.1%
IL2 activator	0.9	-3.8	-3.9	2.6	0.1
PI5P4K alpha inh	1.8	-5.6	-2.2	-10.3	0.2
PLK1 PBD inh	-0.7%	-2.6%	2.1%	-10.6%	-4.7%
Abeta yeast res	7.6%	-7.7%	3.7%	-16.0%	9.1%
WRN helicase inh	0.8%	-0.7%	-0.5%	8.1%	0.3%
EPAC1 antag	1.1%	-3.8%	6.5%	-4.7%	12.4%
